# Pf Dd2 growth = Plasmodium falciparum Dd2 growth inhibition. P. falciparum Dd2 growth, SYBR Green, 72 h. Potency, µM (top dose mostly 28.9 µM), without a hit: at the highest dose activity, negative = inhibition, usual class: inhibitors. hit rate 4.3% among 120,000. AID 1347417; active = well fitted inhibition curve with a large enough effect; inconclusive = small, poorly fitted or top-dose-only effect; inactive = no such curve, though single readings can be large or run the other way;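 note: plate controls were DMSO vehicle for no effect and reference drug for full effect; nearly all actives have a fitted effect of over 65% in size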
#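 Infected erythrocytes (Dd2, 0.3% parasitemia, 2.5% hematocrit final) are added to compound in RPMI-1640/Albumax II medium, grown 72 h at 37C in low oxygen, then lysed with saponin/Triton-X containing SYBR Green and read by fluorescence.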
# Active calls of the source: *; i = inactive; ? = inconclusive; [ ] = remark or other dose. Potency is the fitted concentration of half-maximal effect. Not all compounds are listed. The share of hits here may be higher or lower than overall.
(1) O=C1NCc2ccccc2CC12CCN(Cc1cccc(O)c1)CC2
  Pf Dd2 growth: 6%

(2) C#CCOc1ccccc1-c1c(-c2ccccc2)ncn1CCCO
  Pf Dd2 growth: -24%

(3) Cc1cnc(C(=O)N[C@@H]2CN(C3CCOCC3)C[C@H]2CN(C)C)cn1
  Pf Dd2 growth: 18%

(4) COC(=O)c1c(NC(=O)c2ccc(Cl)c(Cl)c2)sc2c1CCCC2
  Pf Dd2 growth: -4%

(5) O=C1CC(c2noc(-c3cc(F)ccc3F)n2)CN1c1ccc(F)c(Cl)c1 (configuration not stated)
  Pf Dd2 growth: 36%[activator]

(6) Cc1ccccc1S(=O)(=O)N1CCN(C2CCN(Cc3ccccn3)C2=O)CC1 (configuration not stated)
  Pf Dd2 growth: ?

(7) CN(Cc1ccccc1C(F)(F)F)C(=O)Cc1cccc(Cl)c1
  Pf Dd2 growth: ?

(8) O=C(NCc1ccc(C(F)(F)F)cc1)C1CN(Cc2ccccc2)C(=O)N1 (configuration not stated)
  Pf Dd2 growth: -2%

(9) Cc1ccc(CNC(=O)c2ccc3nc(SCc4ccc(F)cc4)[nH]c3c2)cc1
  Pf Dd2 growth: i

(10) Cc1ccc(-c2cc(-c3cccnc3)c3cncn3c2)cn1
  Pf Dd2 growth: i

# Exported with bars between the fields: 3 of the compounds above.
item | molecule | Pf Dd2 growth
6 | Cc1ccccc1S(=O)(=O)N1CCN(C2CCN(Cc3ccccn3)C2=O)CC1 (configuration not stated) | ?
3 | Cc1cnc(C(=O)N[C@@H]2CN(C3CCOCC3)C[C@H]2CN(C)C)cn1 | 18%
2 | C#CCOc1ccccc1-c1c(-c2ccccc2)ncn1CCCO | -24%

# Back to the main list, repeating the 2 entries before the break.
(9) Cc1ccc(CNC(=O)c2ccc3nc(SCc4ccc(F)cc4)[nH]c3c2)cc1
  Pf Dd2 growth: i

(10) Cc1ccc(-c2cc(-c3cccnc3)c3cncn3c2)cn1
  Pf Dd2 growth: i

(11) Cc1nnc([C@H]2CCN(Cc3ncc[nH]3)C2)o1
  Pf Dd2 growth: i

(12) Cn1cc(CCCC(=O)NCc2ccc(F)cc2)c2ccccc21
  Pf Dd2 growth: -19%

(13) Cc1cccc(NC(=O)CSc2nnc3c4ccccc4n(C)c3n2)c1
  Pf Dd2 growth: 7%

(14) CCc1ccccc1NC(=O)Cn1cc(C(=O)c2ccncc2)c(=O)c2cc(C)ccc21
  Pf Dd2 growth: i

(15) Cc1cc(C)c(NC(=O)Cn2nnc(-c3ccccc3)n2)c(C)c1
  Pf Dd2 growth: 9%

(16) Cn1ncc(N2CCCC(CC(=O)NC3CCCCC3)C2)cc1=O (configuration not stated)
  Pf Dd2 growth: 23%

(17) COc1ccc(C(=O)Nc2ccc(OCc3cc(=O)n4ccsc4n3)cc2)cc1OC
  Pf Dd2 growth: -6%

(18) Fc1ccc(OC2CN(Cc3ccsc3)C2)cc1F
  Pf Dd2 growth: -11%[44.1 µM]

(19) Cc1ccc(-n2ncc(C(=O)NCCc3ccsc3)c2C2CCN(C(=O)OC(C)(C)C)CC2)c(C)c1
  Pf Dd2 growth: ?

# Sorted by count of non-hydrogen atoms (high to low): some entries from above.
(12) Cn1cc(CCCC(=O)NCc2ccc(F)cc2)c2ccccc21
  Pf Dd2 growth: -19%

(18) Fc1ccc(OC2CN(Cc3ccsc3)C2)cc1F
  Pf Dd2 growth: -11%[44.1 µM]

(11) Cc1nnc([C@H]2CCN(Cc3ncc[nH]3)C2)o1
  Pf Dd2 growth: i

# Bioassay records: PubChem BioAssay, National Center for Advancing Translational Sciences (NCATS)
